P. falciparum M17LAP – P. falciparum M17LAP inhibitors, primary screen, biochemical, fluorogenic H-Leu-NHMec substrate, 1536-well (AID 1619); recombinant M17LAP, H-Leu-NHMec fluorogenic kinetic assay; higher % means a stronger effect; inhibition, % at 30 µM; hits with a dose series show IC50 in µM; 0.38% of 220,000 active;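 active = compound inhibiting the enzyme by more than half at any dose during confirmatory dose-response retesting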;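 also: plate controls were full reaction with DMSO carrier for no effect and no enzyme background for full effect; strong numbers were not always called active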
T cell modulator – T cell immune modulators affecting CD8 T cell-vesicle binding. 0.068% of 330,000 active. 2C CD8+ T cell-vesicle binding, flow cytometry; stronger effect = lower value. calls only at 7 µM;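 active = response, share of CD8 T cells binding vesicles, and their 90th percentile fluorescence all below set limits, cut at about 80% in these data, passing the limit was not always enough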
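material = purified 2C TCR transgenic mouse naive CD8+ T cells | controls = Unloaded micro-vesicles (low), QL9 vesicles with 0.7% DMSO (high) | detection = cytometric PE anti-B7-1 and Alexa647 anti-CD8 signals after 1% paraformaldehyde fixation | incubation = binding step 1.5 h, 37 °C, antibody labelling 20 min, ice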
Yfh1-off respiration – enhancers of respiration in Yfh1-depleted yeast, dose response, Friedreich's ataxia, plus single-dose screen (AID 1465). S. cerevisiae Yfh1-off respiration, WST-1 reduction, 72 h; higher fold induction means a stronger effect. fold induction at 50 µM; hits with a dose series show EC50 in µM. 0.074% of 220,000 active;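 active = fold induction of absorbance versus untreated yeast above a set limit, then at least 30% activation at any dose in follow-up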;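 also: activators that raise dye reduction in frataxin-depleted yeast; strong numbers were not always called active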
M1AAP inhibition – malaria alanyl aminopeptidase activity blockers – biochemical, fluorogenic H-Leu-NHMec substrate, 1536-well (AID 1445); recombinant M1AAP, H-Leu-NHMec fluorogenic kinetic assay; higher % means a stronger effect; 0.42% of 220,000 active; inhibition, % at 30 µM; hits with a dose series show IC50 in µM;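 active = primary inhibition above the hit cutoff, then over 50% inhibition at one or more dose response concentrations, cut at about 23% in these data, passing the limit was not always enough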;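 also: plate controls were DMSO full reaction for no effect and no enzyme background for full effect; strong numbers were not always called active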
Dynein transport – dynein cargo transport inhibition | 3617.4 mouse cells, GR-EGFP nuclear translocation imaging; test concentration mostly 20 µM; stimulated with dexamethasone, 1 µM; stronger effect = lower value | 0.47% of 220,000 active | z-score, hits read low;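 active = plate z-score of nuclear minus cytoplasmic receptor signal below a set negative limit, without overly bright fluorescence or cell loss, cut at about -3.5 in these data, passing the limit was not always enough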;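 also: z-score of nuclear minus cytoplasmic ring GR-EGFP intensity difference per well; some compounds called inactive have numbers as strong as hits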
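Buffer or medium: tetracycline-free induction medium containing charcoal-stripped FBS / Reagent: dexamethasone agonist, 1.0 µM final, for 30 min / Technique: automated 10x imaging of fixed Hoechst-stained cells / Times: induction 48 h, compound 1 h, agonist 30 min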
Autophagy mod – autophagy modulation, high-content screen | MEF GFP-LC3 puncta imaging; test concentration mostly 10 µM | calls only at 10 µM (by protocol) | 0.98% of 190,000 active | AID 463193;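 active = percentage of spot-positive cells more than 3 SD above its plate mean, without a fluorescence outlier flag or 80% toxicity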;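 also: spot-positive cell cutoff set from DMSO-treated cells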
WT yeast gro inh – growth inhibition of WT yeast, mitochondrial fusion screen; 2.1% of 190,000 active; AID 1362; mitochondrial fusion phenotypic screen, WT strain; inhibition, % at 10 µM; in the data active = inhibition above about 58%; tested in S. cerevisiae
bCat nuc transl – modulators of beta-catenin nuclear translocation. HeLa beta-catenin nuclear translocation, immunofluorescence imaging. nuclear translocation activity, % at 5 µM. 0.3% of 190,000 active. AID 1665;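 active = nuclear translocation activity above 50% at 5 µM, with a well cell count of 50 or more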;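 also: per-cell ratio of nuclear to cytoplasmic median beta-catenin stain intensity; plate controls were DMSO negative control for no effect and GSK-3 inhibitor IX positive control for full effect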
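Signal – beta-catenin immunofluorescence imaging with DAPI · Test system – human HeLa cell line · Dosing – 5 µM primary single dose, 0.1% DMSO, 0.02–20 µM confirmation series · Measure – % activation, nuclear-to-cytoplasmic median beta-catenin signal ratio per cell · Incubation – 24 h compound exposure at 37°C, 5% CO2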
MT stabilize HCS – microtubule stabilizers in HeLa cells | 0.83% of 200,000 active | % tubulin-high responders, % at 10 µM | HeLa tubulin immunostaining HCS, 24 h; share of cells brighter than vehicle mean+2SD;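 active = plate Z-score above 3 for both tubulin-high and condensed-nucleus cell shares, with cell loss under 80%, at 10 µM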;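 also: anti alpha tubulin signal scored within the nucleus-defined area of each cell; some results filed as inactive read as strong as hits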
WT yeast gro inh mutant strain – also measured in WT yeast gro inh; calls as there; inhibition, %; mitochondrial fusion phenotypic screen, mutant strain inhibition
Dynein transport cytoplasmic EGFP – further read-out of Dynein transport, marked with its call; z-score; measured here: cytoplasmic GR-EGFP intensity; stronger effect = higher value
Dynein transport nuclear GR-EGFP – recorded beside Dynein transport, whose call it bears; z-score; measured here: nuclear GR-EGFP intensity;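 lower value marks the stronger effect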
Dynein transport cell count – further read-out of Dynein transport, marked with its call; z-score; measured here: cell count per field
bCat nuc transl cell count 5 µM – recorded beside bCat nuc transl, whose call it bears; cell count; measured here: cell count, cytotoxicity flag
T cell modulator vesicle-bound % – recorded beside T cell modulator, whose call it bears; double positive events, %; measured here: CD8+ vesicle-bound cell fraction;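 binding gate set so that unloaded-vesicle control wells show 10% double positive cells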
MT stabilize HCS Hoechst-high % – further read-out of MT stabilize HCS, marked with its call; % Hoechst-high responders; measured here: nuclear condensation Hoechst responders;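 share of cells brighter than vehicle mean plus two SD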
MT stabilize HCS cytotoxicity % – also measured in MT stabilize HCS; calls as there; toxicity, %; measured here: cytotoxicity by cell density;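 0% = mean cell density of plate MIN control wells and 100% = no cells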
Autophagy mod cell loss 18 h – also measured in Autophagy mod; calls as there; toxicity, %; measured here: cell loss, nuclei count;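 cell loss after 18 h compound exposure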
Starred values were filed as active, the others as inactive; i = inactive; . = no result given.

SMILES	P. falciparum M17LAP	T cell modulator	T cell modulator vesicle-bound %	Yfh1-off respiration	M1AAP inhibition	Dynein transport	Dynein transport cytoplasmic EGFP	Dynein transport nuclear GR-EGFP	Dynein transport cell count	Autophagy mod	Autophagy mod cell loss 18 h	WT yeast gro inh	WT yeast gro inh mutant strain	bCat nuc transl	bCat nuc transl cell count 5 µM	MT stabilize HCS	MT stabilize HCS Hoechst-high %	MT stabilize HCS cytotoxicity %
C=CCOC(=O)C1=C(C)NC(C)=C(C(=O)OCC=C)C1c1ccc(C)o1	1%	i	31	i	7%	-0.22	-0.26	-0.0053	0.63	.	.	.	.	0.1	1352	.	.	.
CC(C)=C1Cc2ccccc2C1=O	-1%	i	36	i	-2%	-0.76	-0.17	-0.24	0.33	i	24	7	3	3.2	1077	1.6	1.4	3.4
CCCCN1CNC(=S)N(c2ccccc2OCC)C1	-4%	i	21	i	1%	-0.41	-0.33	-0.48	0.53	i	-9	-14	1	-0.3	1078	5.8	2.8	6.8
Cc1nc2c(C)cccn2c1/C(O)=C1\C(=O)C(=O)N(CCN(C)C)C1c1ccco1 (stereo unspecified)	7%	i	22	i	13%	-0.3	-0.067	-0.18	0.13	.	.	.	.	-3.7	1177	.	.	.
O=C(NCCN1CCOCC1)c1ccc(=O)n(Cc2ccc(Cl)cc2)c1	6%	i	31	i	4%	-0.52	-0.35	-0.07	1.1	i	-10	3	13	-1.5	1039	3.4	3.2	8.9
C1=C(c2ccccc2)CCN(c2ncnc3nc[nH]c23)C1	15%	i	40	i	4%	-2.1	-0.039	-0.54	0.59	i	9	11	11	-1.6	1171	3.0	2.6	7.2
CC(C)(C)n1ncc2c(=O)n(CC(=O)c3ccc(Cl)cc3)cnc21	2%	i	8	i	-2%	-0.089	-0.36	-0.17	0.83	i	12	6	-10	-1.0	1396	3.6	2.3	6.6
CC(=O)C(/C=N/c1ncc(C(F)(F)F)cc1Cl)=C(\C)O	5%	i	45	i	-2%	-0.99	-0.21	-0.88	0.66	i	25	-10	1	-3.7	1103	3.9	3.7	0.5
O=C(NCc1cccc(C(F)(F)F)c1)c1cccc(Cl)c1Cl	-13%	i	59	i	0%	-0.36	-0.056	-0.07	0.086	i	-15	-9	-16	-2.1	1039	1.6	3.5	5.3
CCOC(=O)Nc1ccc(Oc2ccccc2)cc1	-4%	i	28	i	-4%	-0.31	-0.21	-0.077	-0.83	i	0	20	28	.	.	2.5	1.9	2.5
COc1cccc(NC(=O)/C=C/c2ccco2)c1	4%	i	33	i	5%	-0.74	-0.27	-0.71	0.46	i	2	-13	6	-2.2	1010	2.9	3.1	3.8
COc1cccc(CNCCOCCO)c1OC	0%	i	22	i	1%	-0.38	0.0013	0.035	0.22	i	-5	-1	-13	3.2	644	6.2	1.8	4.4
CC(C)(C)c1nnc(NS(C)(=O)=O)s1	.	i	40	i	.	-0.98	-0.25	-0.52	0.67	i	-4	.	.	.	.	2.9	1.8	6.3
Cc1cc(C)n(-c2cc(N3CCN(S(=O)(=O)c4ccc(C)c(C)c4)CC3)ccc2[N+](=O)[O-])n1	5%	i	44	i	1%	0.31	-0.2	-0.41	-0.15	i	12	10	3	.	.	1.5	1.4	1.9
CCCCNC(=O)/C(C#N)=C/c1ccc(C(=O)OC)cc1	-1%	i	45	i	4%	-0.18	3.1	-0.1	0.26	i	-8	-11	-16	1.1	1078	2.2	3.1	8.2
CC(C(=O)N1CCOCC1)(c1ccccc1)c1ccccc1	0%	i	20	i	0%	-0.25	-0.19	0.17	-1	i	-13	2	7	-0.5	1033	2.9	1.5	3.7
CC(C)CCNC(=O)c1ccc(-c2ccccc2)cc1	-2%	i	52	i	0%	0.12	-0.11	-0.22	-0.33	i	6	0	-5	0.2	1550	5.0	1.4	6.2
Cc1cc(OCC(=O)N2CCCC2)cc(C)c1Cl	14%	i	36	i	19%	0.25	-0.25	-0.23	-0.38	i	-3	-18	-9	.	.	4.0	2.1	9.8
COc1ccc(S(=O)(=O)NCc2ccco2)c2ccccc12	-4%	i	26	i	7%	-0.64	-0.16	-0.042	0.36	i	-4	19	7	-1.9	1019	2.3	1.9	4.6
Cc1ccc(CNC(=O)COC(=O)c2cncc(Br)c2)cc1	-5%	i	20	i	0%	-0.1	-0.024	-0.031	0.83	i	-7	-8	3	-3.3	1169	2.2	2.1	7.8
COc1cc(C2/C(=C(/O)c3ccc(OCC(C)C)cc3)C(=O)C(=O)N2CCN(C)C)ccc1O (stereo unspecified)	12%	i	25	i	-5%	-0.63	0.021	-0.36	2.9	i	8	-7	1	3.0	1095	2.1	0.9	5.1
COC(=O)COc1nc(C)c2c(c1C#N)CC(C)(C)OC2	2%	i	31	i	7%	0.41	-0.22	0.62	0.35	i	24	-1	-7	2.7	975	2.2	3.3	13
CC(=O)N1C(c2ccccc2O)C[C@]2(C)CC(=O)NC12 (stereo partly specified)	-6%	i	48	i	-3%	-0.37	-0.21	0.12	-0.24	i	32	-8	-9	1.8	1611	3.5	2.2	5.9
COc1ccc(N(CCC#N)C(=O)/C(C#N)=C\c2cccs2)cc1	16%	i	14	i	4%	0.79	-0.25	0.36	0.74	.	.	.	.	-1.1	1340	.	.	.
CCCn1c(SCC(=O)NCc2ccco2)nc2c1c(=O)n(C)c(=O)n2C	4%	i	30	i	6%	1.1	-0.24	1.1	-0.38	i	-6	7	20	-0.9	1083	1.8	1.6	12

Individual results from the list:
CC(C)=C1Cc2ccccc2C1=O @ P. falciparum M17LAP: -1%
CCCn1c(SCC(=O)NCc2ccco2)nc2c1c(=O)n(C)c(=O)n2C @ bCat nuc transl: -0.9

Next section:
SMILES	P. falciparum M17LAP	T cell modulator	T cell modulator vesicle-bound %	Yfh1-off respiration	M1AAP inhibition	Dynein transport	Dynein transport cytoplasmic EGFP	Dynein transport nuclear GR-EGFP	Dynein transport cell count	Autophagy mod	Autophagy mod cell loss 18 h	WT yeast gro inh	WT yeast gro inh mutant strain	bCat nuc transl	bCat nuc transl cell count 5 µM	MT stabilize HCS	MT stabilize HCS Hoechst-high %	MT stabilize HCS cytotoxicity %
Cc1ccc(S(=O)(=O)N2CCC(=O)N(CCOCc3cccc(C)c3)CC2)cc1	-6%	i	17	i	-3%	-0.81	-0.3	0.0027	1	i	-9	3	-11	.	.	3.4	1.3	7.9
COc1ccc(/C=N/NC(=O)C[n+]2ccccc2)c(OC)c1	3%	i	27	i	7%	-0.14	-0.085	0.28	0.82	i	3	-11	18	-0.3	1095	5.5	1.7	8.4
COc1ccc(C(=O)N2CCN(C(=O)c3ccco3)CC2)cc1	8%	i	35	i	-3%	-1.2	-0.21	-0.24	0.43	i	-3	-12	-4	-2.8	826	4.5	3.0	9.0
COc1cccc(N(Cc2nnc3n2CCCCC3)C(=O)Nc2ccccc2)c1	24%	i	29	i	4%	-0.35	-0.24	-0.25	0.98	i	-4	-2	-10	-0.1	1030	2.9	2.8	2.4
O=C(COC(=O)c1cncc(Br)c1)NCc1ccc(Cl)cc1	6%	i	28	i	5%	-0.68	1.4	0.091	0.62	.	.	.	.	0.7	1265	.	.	.
CCNC(=O)COc1ccc(CC)cc1	3%	i	49	i	12%	-0.43	-0.17	-0.63	0.87	i	-12	-6	-9	2.4	542	2.1	4.2	6.9
Cc1nn(C)c(C)c1S(=O)(=O)N(CC(=O)N1CCc2ccccc2C1)c1ccc(C(C)C)cc1	6%	i	15	i	0%	-0.76	-0.14	-0.43	0.24	i	4	17	12	.	.	3.8	1.8	6.7
Cc1ccc(NC(=O)CCC(=O)N/N=C/C=C/c2ccccc2)cc1	17%	i	25	i	5%	0.15	-0.25	0.12	0.15	i	-3	1	16	-0.8	1131	2.5	2.3	5.3
COc1ccc(C(=O)NCc2cccnc2)cc1S(=O)(=O)N1CCCc2ccccc21	8%	i	38	i	-5%	0.89	-0.31	-0.2	-1.1	i	-1	-9	0	-0.2	1040	3.4	2.5	8.8
COc1c2c(cc3oc(C)cc(=O)c13)OC(C(C)(C)OC1OC(CO)C(O)C(O)C1O)C2 (stereo unspecified)	0%	i	18	i	4%	-0.65	-0.25	0.076	0.64	i	-14	-3	-14	1.6	502	2.7	3.6	8.9
COc1cccc(Nc2nnc(SCC(=O)N3CC(=O)Nc4ccccc43)s2)c1	-3%	i	27	i	1%	0.75	-0.74	0.33	-1.1	.	.	.	.	-0.8	1306	.	.	.
Cc1cccc(C)c1OCc1nnc(SCC(=O)Nc2nccs2)o1	19%	i	29	i	9%	1.3	0.15	1.1	-1.6	i	11	-3	-4	.	.	2.5	3.8	8.8
CCN1CCN(c2cc(C)c3cc(NC(=S)N4CCC5(CC4)OCCO5)ccc3n2)CC1	6%	i	48	i	3%	-0.61	-0.3	-0.61	0.41	i	1	-7	-2	1.4	1106	3.8	4.2	4.9
Cc1cc(C)n(C(=O)c2cc3ccccc3c(=O)o2)n1	10%	i	51	i	5%	-0.33	-0.21	-0.22	0.68	i	-5	-5	-3	.	.	2.0	2.5	0.2
CCn1c(Cn2nnc(-c3ccccc3)n2)nnc1SCC(=O)Nc1ccccc1	-3%	i	21	i	10%	-1.4	-0.32	-0.54	0.7	i	-12	-1	-52	-5.2	1111	4.5	2.4	3.8

Screening results from PubChem BioAssay.
